Bioassay records (PubChem)
MgcRacGAP inhibition – MgcRacGAP GTPase-activating activity inhibitors, confirmation, biochemical, ADP Hunter fluorescence | MgcRacGAP-stimulated Rac1 GTP hydrolysis, ADP Hunter fluorescence; higher % means a stronger effect; GST-tagged Rac1 F28L mutant substrate | AID 624330 | actives 0.6% (n = 340,000) | one-dose inhibition, % at 30 µM; IC50 in µM for titrated hits;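 active means first-screen hits whose inhibition reached a set limit at any dose in the follow-up dose series; inconclusive means inhibition above the set first-screen limit but never retested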;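 further: fluorescence reports GDP produced by GAP-driven GTP hydrolysis; strong numbers were not always called active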
West Nile virus CPE – inhibition of WNV-induced cytopathic effect – cell-based, CPE readout (AID 1621); West Nile virus-infected cells, CPE inhibition; higher % means a stronger effect; CPE inhibition, % at 10 µM; hits with a dose series show IC50 in µM; actives 0.02% (n = 290,000); in the data active means a potency from the dose series; inconclusive means CPE inhibition mostly from about 3.7% at the one dose, without a potency; inactive means the rest, 99 in 100 with CPE inhibition below about 2.2%; further: strong numbers were not always called active
LYP inhibition – inhibitors of LYP phosphatase, biochemical, fluorescence intensity, uHTS (AID 1779) | actives 0.054% (n = 290,000) | recombinant LYP phosphatase, fluorescence intensity; higher % means a stronger effect | inhibition, % at 11.5 µM; hits with a dose series show IC50 in µM; in the data active means inhibition above about 50%;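 further: plate controls were vehicle with enzyme for no effect and no enzyme for full effect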
GPR35 antagonists – GPR35 antagonists blocking zaprinast-driven arrestin recruitment, primary screen, imaging, U2OS, beta-arrestin-GFP, zaprinast agonist (AID 2058). U2OS GPR35 beta-arrestin-GFP translocation imaging, zaprinast antagonism; higher % means a stronger effect. inhibition, % at 10 µM, or IC50 in µM where a hit was titrated. actives 0.052% (n = 290,000);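 active means inhibition of at least 50% with at least 30 cells and total cytoplasm GFP at most 10,000,000; inconclusive means under 30 cells or total GFP of 10,000,000 plus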
Dengue-2 NS5 capping – flavivirus cap methylation enzyme inhibition – biochemical, confirmation dose response, primary screen (AID 588689); inhibition, % at 25 µM; hits with a dose series show IC50 in µM; actives 0.3% (n = 340,000); Dengue-2 NS5 methyltransferase capping enzyme assay, biochemical; higher % means a stronger effect; in the data active means a potency from the dose series; inconclusive means inhibition above about 29% without an active follow-up result
ER stress rescue – protection against thapsigargin-triggered cell killing – 384-well, CSM14.1, ATP luminescence, primary screen (AID 1222); 190,000 tested, under 10 active; cellular ATP content (survival), % at 20 µM; hits with a dose series show EC50 in µM; CSM14.1 thapsigargin-induced death rescue, ATP luminescence; higher % means a stronger effect;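 active means EC50 below 50 µM in the dose-response confirmation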;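 further: death triggered by thapsigargin at about 15 µM added after 2 h compound pretreatment; cell ATP read after overnight thapsigargin exposure of roughly 18 to 22 hours; normalized against plate controls of thapsigargin alone and 5% DMSO vehicle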
Large T inhibition – SV40 large T antigen inhibitors, biochemical (AID 1903); SV40 large T antigen ATPase/helicase inhibition assay; higher % means a stronger effect; inhibition, % at 20 µM, or IC50 in µM where a hit was titrated; actives 0.39% (n = 310,000); in the data active means a potency from the dose series; inconclusive means inhibition mostly from about 32% at the one dose, without a potency; inactive means the rest, 99 in 100 with inhibition below about 32%; further: strong numbers were not always called active
Salmonella PhoP GFP – inhibitors of PhoP regulon expression, primary screen, Salmonella Typhimurium, GFP reporter (AID 1863); S. Typhimurium PhoP-regulated promoter GFP reporter, 4 h; higher % means a stronger effect; inhibition, % at 50 µM, or IC50 in µM where a hit was titrated; actives 0.16% (n = 300,000);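 active means inhibition over 29.93%, a cutoff 3 SD above the screen mean, later confirmed by dose response; inconclusive means inhibition over 29.93% but no dose response follow-up; inactive means inhibition at most 29.93% or unconfirmed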;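 further: 0% = low Mg2+ inducing control and 100% = high Mg2+ repressing control; strong numbers were not always called active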
RSV antiviral HEp-2 – RSV antiviral activity via CPE protection, HEp-2 cells, primary 10 µM value included (AID 2391); CPE inhibition, % at 10 µM, or IC50 in µM where a hit was titrated; HEp-2 cells, RSV-induced CPE inhibition; higher % means a stronger effect; actives 0.13% (n = 310,000); in the data active means a potency from the dose series; inconclusive means CPE inhibition mostly from about 23% at the one dose, without a potency; inactive means the rest, 99 in 100 with CPE inhibition below about 21%; further: strong numbers were not always called active
Dengue-2 NS5 capping pilot replicate – also measured in Dengue-2 NS5 capping; calls as there; inhibition, %; measured here: pilot screen replicate inhibition
Starred values were filed as active, the others as inactive; ? = inconclusive; . = no result given.

SMILES	MgcRacGAP inhibition	West Nile virus CPE	LYP inhibition	GPR35 antagonists	Dengue-2 NS5 capping	ER stress rescue	Large T inhibition	Salmonella PhoP GFP	RSV antiviral HEp-2	others
COc1ccc(NC2CC(=O)N(c3cccc(C)c3)C2=O)cc1 (stereo not drawn)	22%	0.1%	-5%	14%	5%	-2.9%	32%	-2%	-0.3%
Nc1ccccc1C(=O)NC1CCCCNC1=O (stereo not drawn)	-2%	0.2%	-9%	0%	-3%	.	6%	-10%	-0.3%
CCOc1ccc(C(=O)Nc2ccc3c(c2)C(=O)NC3=O)cc1	-4%	0.2%	-7%	-22%	-6%	.	.	.	1.8%
CNC(=S)N=Nc1c(O)[nH]c2ccccc12	8%	-0.4%	2%	13%	3%	-0.6%	3%	9%	1.0%
COc1ccc(N2CCN(C(=O)CN3CCN(C(c4ccccc4)c4ccccc4)CC3)CC2)cc1	19%	-1.6%	-2%	22%	1%	-0.9%	3%	22%	4.1%
COc1ccc(NC(=O)COC(=O)CCCOc2ccc(Cl)cc2Cl)cc1Cl	11%	-0.5%	2%	-11%	-6%	-0.7%	10%	9%	2.6%
Oc1ccccc1/C=N/Nc1nn[nH]n1	4%	0.0%	-2%	3%	-12%	.	22%	-5%	-1.5%
Cc1cccc(NC(=O)Cn2nc(-c3cccs3)ccc2=O)c1C	8%	-1.1%	-6%	4%	-6%	.	2%	-1%	1.5%
Cc1ccc(-c2nn(CC(=O)N3CCOCC3)c(=O)c3ccccc23)cc1S(=O)(=O)N(C)C	2%	0.4%	-2%	2%	-10%	.	10%	-9%	-1.1%
Cc1ccc(NC(=O)CSc2nnc(CCCCCNC(=O)OC(C)(C)C)o2)c(C)c1	0%	-1.2%	3%	-2%	-1%	0.5%	-1%	5%	1.7%
Cc1c(/C=N\NC(=O)C2COc3ccccc3O2)c2ccccc2n1C (stereo not drawn)	5%	-0.2%	7%	-12%	-1%	-3.9%	16%	-9%	5.8%
O=P(C(=NCCO)NO)(N1CCOCC1)N1CCOCC1	1%	-0.2%	-13%	-13%	-5%	.	5%	1%	0.0%
O=C(CSc1nncc2ccccc12)N1CCCCC1	5%	-1.0%	-2%	15%	2%	-1.3%	4%	8%	-0.3%
COC(=O)c1ccccc1NC(=O)C1CCN(C(=O)c2cc(OC)cc(OC)c2)CC1	7%	0.0%	3%	-2%	-2%	-2.9%	5%	-8%	0.4%
CCCCOCCCNC(=O)N[C@H](C(=O)O)C(C)CC (stereo partly drawn)	-7%	1.3%	1%	2%	5%	.	14%	1%	1.8%
CC(=O)Oc1ccc2c3c(c(=O)oc2c1C)CCCC3	4%	0.1%	-6%	3%	-8%	.	0%	-3%	16%
CCN(CC)C(=O)COc1ccc2c(-c3ccccc3)cc(=O)oc2c1	6%	0.3%	-7%	8%	11%	.	5%	4%	1.6%
O=C(Cc1ccc(F)cc1)OCC(=O)N1CCN(S(=O)(=O)c2ccc(Cl)cc2)CC1	4%	.	.	.	-1%	.	21%	-4%	-1.6%
Cc1ccc2c(c1)cc1c(=O)n(CC(=O)N3CCCC3)nc(C)n12	1%	0.0%	-13%	16%	-8%	.	1%	0%	2.5%
CCCCSc1nnc([C@@H]2CCCN2C(=O)OC(C)(C)C)o1	5%	-0.2%	-5%	4%	-4%	3.0%	-1%	7%	1.7%
O=C(O)c1cccc(CN2C(=O)SC(Nc3cccc4ccccc34)C2=O)c1 (stereo not drawn)	16%	-0.6%	-2%	21%	14%	-1.3%	16%	7%	0.5%
Cc1cc(C(=O)Nc2sc3c(c2C#N)CCCC3)no1	9%	-0.3%	-1%	6%	-3%	-3.3%	2%	-6%	3.7%
c1ccc(-n2nnnc2SCc2cccc3nsnc23)cc1	2%	1.5%	8%	9%	1%	0.6%	2%	-5%	-0.2%
COc1ccc(NC(=O)CC2C(=O)N(c3ccc(Cl)cc3)C(=S)N2CCc2ccncc2)cc1 (stereo not drawn)	4%	-0.3%	-1%	13%	-5%	1.9%	10%	14%	-0.5%
COc1cc(C(=O)Nc2nc(OC)c(-c3ccccc3)c(OC)n2)cc(OC)c1OC	5%	0.8%	-2%	-3%	-6%	3.6%	-3%	0%	1.0%
COc1ccc2c(c1)Cc1sc(NC(C)=O)nc1-2	3%	0.2%	-14%	-8%	9%	-2.4%	?	12%	2.6%	Dengue-2 NS5 capping pilot replicate=-4.1
CCNC(=O)N1CCC(c2nc3ccccc3s2)CC1	5%	-0.8%	-7%	3%	-5%	.	3%	4%	0.5%
CCOc1ccc(S(=O)(=O)N(CC)CC(=O)N2CCOCC2)cc1C	3%	-0.6%	-7%	6%	-5%	.	4%	-1%	3.2%
COc1ccc(OC)c(NC(=O)C(=O)c2cn(CC(=O)N3CCCC3)c3ccccc23)c1	4%	0.2%	-3%	-9%	-5%	.	2%	-5%	1.7%
COc1ccc(-c2nn(C)c3sc(C(=O)NCCN(C)C)cc23)cc1OC	20%	-0.5%	-5%	6%	-3%	.	-1%	.	-0.8%
COc1ccc(-c2n[nH]c(=S)n2-c2ccc(C)cc2)cc1OC	11%	-0.6%	-3%	16%	-5%	.	-3%	4%	1.1%
COc1ccc(-c2ccc3nnc(SCC(N)=O)n3n2)cc1	12%	1.5%	-6%	-11%	-12%	-1.3%	10%	0%	0.1%
O=C1Nc2ccccc2C(=O)N2C[C@@H](O)C[C@H]12	6%	0.0%	-5%	6%	-1%	.	7%	0%	4.5%
Cc1cc(C(F)(F)F)nn1CCCNC(=O)c1cnccn1	12%	0.3%	-4%	4%	-1%	-1.3%	15%	2%	1.8%
CN(C)/C=C1\NC(=S)N(c2ccccc2)C1=O	65µM*	0.7%	-5%	1%	-4%	-1.1%	21%	3%	1.1%
C/C(=N\N(C)C)c1ccc(OCCOc2ccc([N+](=O)[O-])cc2)cc1	4%	-0.1%	-7%	-2%	3%	.	0%	9%	?
COc1ccc(CCN=CC2=C(O)CC(C)(C)CC2=O)cc1	8%	0.1%	-6%	-14%	-2%	0.1%	11%	4%	1.9%
CCCN(CC(=O)Nc1ccccc1OC)C(=O)c1ccc(=O)[nH]c1	2%	-0.2%	-7%	2%	0%	.	10%	-4%	0.8%
Nc1nccnc1C(=O)OCC(=O)C12CC3CC(CC(C3)C1)C2	5%	.	.	.	-3%	.	14%	-4%	-0.5%
CCOC(=O)NC(CC(=O)O)c1ccc(OC)cc1 (stereo not drawn)	10%	0.0%	-10%	-13%	0%	1.7%	11%	-13%	2.6%
CC1Cc2ccccc2N1C(=O)CSc1nnc(-c2ccccc2)c(-c2ccccc2)n1 (stereo not drawn)	3%	0.1%	4%	-4%	-6%	9.3%	-1%	0%	3.4%
O=C(NCc1cccc(Br)c1)c1cc(-c2ccccc2)nn1CC1CC(c2cccc([N+](=O)[O-])c2)=NO1 (stereo not drawn)	11%	-0.5%	.	.	-5%	.	7%	.	8.1%
Cn1c(=O)c2[nH]c(CCCC(=O)O)nc2n(Cc2ccccc2)c1=S	3%	-0.8%	.	.	-9%	.	10%	.	0.3%
COc1ccc(Cn2c(C3CC3)nc3ccc(NC(=O)C4CC4)cc3c2=O)cc1	13%	0.4%	0%	-8%	2%	-0.4%	17%	-3%	1.4%
COc1ccccc1-n1c(SCC(=O)O)nc2c(sc(=S)n2-c2ccccc2C)c1=O	6%	0.5%	-8%	2%	-7%	.	8%	-1%	0.8%
Cc1nnsc1C(=O)NNC(=O)c1ccc(C(F)(F)F)cc1	11%	0.3%	-2%	5%	-8%	.	7%	-4%	1.0%
COc1ccc2[nH]c(C(=O)Nc3ccc4c(c3)OCO4)cc2c1	.	0.9%	-3%	-7%	.	.	21%	-3%	2.1%
O=C(Cn1cnc2c(nnn2Cc2ccc(F)cc2)c1=O)Nc1ccc2c(c1)OCCO2	12%	?	-12%	7%	-7%	.	3%	-6%	0.5%
O=C(NNS(=O)(=O)c1ccccc1[N+](=O)[O-])c1cc2ccccc2cc1O	-8%	-0.2%	-8%	-1%	11%	.	12%	-2%	0.3%
CCC(=O)N1CCc2cc(S(=O)(=O)NC(C(=O)Nc3cccc(C)n3)C(C)C)ccc21 (stereo not drawn)	10%	-0.8%	-5%	-6%	-9%	0.1%	0%	-4%	-0.2%
Cc1ccc(C(=O)Cn2nnc(-c3ccccc3-n3cnnn3)n2)cc1	1%	-0.1%	-10%	0%	-7%	1.0%	7%	-7%	-0.3%
CN1CC(=O)N(CC(=O)Nc2ccc3c(c2)CCC3)C1=O	5%	0.3%	-3%	10%	-1%	-1.5%	3%	-11%	0.3%
CN(C)C(CNC(=O)C1CCN(S(=O)(=O)c2cccc(Cl)c2Cl)CC1)c1ccccc1 (stereo not drawn)	8%	0.1%	-8%	7%	-6%	.	10%	-3%	-0.9%
COc1ccccc1NC(=S)N1CCN(c2ccc(F)cc2)CC1	12%	-0.6%	-8%	-6%	0%	.	29%	-6%	0.0%
COc1cccc(CNC(=O)c2ccc(C3SCCS3)cc2)c1	6%	-0.2%	-10%	-2%	2%	.	4%	2%	1.6%
O=C(CCc1nnc2ccc(NCc3ccco3)nn12)Nc1cccc(F)c1	9%	0.0%	-6%	5%	-1%	.	1%	-2%	2.2%
COc1ccc(Cc2nnc(NC(=O)Cn3cnc4c3c(=O)n(C)c(=O)n4C)s2)cc1OC	3%	0.6%	-6%	7%	3%	-0.8%	4%	-7%	1.1%
CC12CC3(C)CC(C)(C1)CC(C(=O)NCCc1ccc(S(N)(=O)=O)cc1)(C2)C3	12%	-0.9%	-4%	2%	0%	.	2%	5%	1.4%
O=C(CSc1ccc(-c2cccnc2)nn1)Nc1ccccc1F	9%	0.3%	-5%	-11%	-3%	.	1%	2%	1.2%
O=C(CN1C(=O)NC2(CCCC2)C1=O)Nc1ccc(OC(F)(F)F)cc1	3%	-0.8%	-1%	1%	-1%	.	12%	-2%	0.9%
Cc1ccc(C(c2sc3ncnn3c2O)N2CCC(C)CC2)cc1 (stereo not drawn)	3%	0.2%	2%	11%	-4%	0.9%	-4%	0%	-0.1%
COc1ccccc1N1CCN(C(=O)c2ccc3c(c2)CCN3S(C)(=O)=O)CC1	7%	-0.1%	-1%	10%	-6%	.	13%	-6%	2.4%

Pulled by structure from the list above:
SMILES	MgcRacGAP inhibition	West Nile virus CPE	LYP inhibition	GPR35 antagonists	Dengue-2 NS5 capping	ER stress rescue	Large T inhibition	Salmonella PhoP GFP	RSV antiviral HEp-2	others
O=C(NNS(=O)(=O)c1ccccc1[N+](=O)[O-])c1cc2ccccc2cc1O	-8%	-0.2%	-8%	-1%	11%	.	12%	-2%	0.3%
COc1ccc2[nH]c(C(=O)Nc3ccc4c(c3)OCO4)cc2c1	.	0.9%	-3%	-7%	.	.	21%	-3%	2.1%
